Assay outcomes from PubChem BioAssay.
NR3A LBD binder – binders of NR3A ligand-binding domain, primary screen, biophysical, differential scanning fluorimetry, uHTS; Glutamate receptor ionotropic, NMDA 3A (GRIN3A) ligand-binding domain; NR3A LBD differential scanning fluorimetry, Tm shift; 0% = protein alone, 100% = glycine-bound protein; Tm shift relative to glycine control, % at 25 µM; hit rate 2.5% among 340,000; AID 1259313, 2017;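 active means melting temperature shift of at least 10% of the positive control shift, at one fixed dose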
MPTP inh – mitochondrial permeability transition pore inhibitors, primary screen, biochemical, isolated mouse mitochondria, absorbance; hit rate 1.4% among 360,000; AID 602449, 2012; inhibition, % at 10 µM; Ca2+ swelling absorbance, 30 min;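 active means inhibition of 50% or more, scaled per plate between neutral and stimulator controls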;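 further: 0% = DMSO wells given calcium and 100% = 1 mM EGTA wells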
A3G deaminase – APOBEC3G DNA deaminase inhibitors, primary screen, biochemical, fluorescence, single-stranded DNA substrate, uHTS | hit rate 0.28% among 330,000 | DNA dC->dU-editing enzyme APOBEC-3G (Homo sapiens), Q9HC16 | inhibition, % at 20 µM | recombinant A3G, ssDNA deamination FAM/TAMRA fluorescence;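 active means inhibition of at least 40% at 20 µM, with no more than 30% in the related APOBEC3A deaminase screen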;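 further: plate controls were DMSO wells with A3G for no effect and wells lacking A3G enzyme for full effect; some compounds called inactive have numbers as strong as hits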
Target sequence (Q9HC16 whole entry, looked up): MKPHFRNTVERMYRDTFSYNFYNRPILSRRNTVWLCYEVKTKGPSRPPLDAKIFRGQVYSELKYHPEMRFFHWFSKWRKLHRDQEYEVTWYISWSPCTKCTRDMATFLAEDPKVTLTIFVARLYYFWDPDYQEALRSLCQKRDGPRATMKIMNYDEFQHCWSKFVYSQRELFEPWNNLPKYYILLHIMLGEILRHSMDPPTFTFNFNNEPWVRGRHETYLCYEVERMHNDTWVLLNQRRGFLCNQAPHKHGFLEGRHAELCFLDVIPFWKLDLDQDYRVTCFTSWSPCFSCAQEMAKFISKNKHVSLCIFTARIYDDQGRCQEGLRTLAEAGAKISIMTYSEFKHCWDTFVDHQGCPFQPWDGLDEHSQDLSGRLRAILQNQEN
A3A deaminase – APOBEC3A ssDNA deaminase inhibitors, primary screen, selectivity assay for APOBEC3G inhibitor project, biochemical, FAM/TAMRA oligo cleavage fluorescence; recombinant A3A, FAM/TAMRA ssDNA deamination fluorescence; AID 493011, 2011; DNA dC->dU-editing enzyme APOBEC-3A (Homo sapiens), P31941; hit rate 0.41% among 330,000; inhibition, % at 20 µM;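 active means at least 40% inhibition at 20 µM here, with at most 30% in a related deaminase screen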;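 further: plate controls were A3A with DMSO for no effect and wells lacking A3A enzyme for full effect; some results filed as inactive read as strong as hits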
Target sequence (P31941 whole entry, looked up): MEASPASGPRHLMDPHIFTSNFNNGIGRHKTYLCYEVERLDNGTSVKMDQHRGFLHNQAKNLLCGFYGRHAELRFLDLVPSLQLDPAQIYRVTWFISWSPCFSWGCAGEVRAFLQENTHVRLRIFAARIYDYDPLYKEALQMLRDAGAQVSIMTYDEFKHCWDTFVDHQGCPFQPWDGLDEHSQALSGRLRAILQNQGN
EBI2 antag – EBI2 receptor antagonists, beta-arrestin recruitment, primary screen, cell-based, luminescence, 7a,25-OHC stimulation, uHTS; 7a,25-OHC stimulated; inhibition, % at 5 µM; hit rate 0.81% among 360,000; in the data active means inhibition above about 38%;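 further: enzyme fragment complementation signal reports receptor beta-arrestin coupling in cells; 0% = agonist plus DMSO wells and 100% = wells without agonist; some results beyond the cut were filed as inactive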
CXCR6 inh – CXCR6 receptor inhibitors, primary screen, cell-based, beta-arrestin, luminescence, CHO-K1 PathHunter, 1536-well; C-X-C chemokine receptor type 6 (Homo sapiens), O00574; inhibition, % at 20 µM; hit rate 0.36% among 360,000; AID 602244, 2012; in the data active means inhibition above about 34%, passing the limit was not always enough;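 further: antagonist mode with CXCL16 agonist at 10 nM final; 0% = 10 nM CXCL16 with DMSO and 100% = unstimulated wells without agonist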
CCR6 antagonist – CCR6 receptor antagonists, primary screen, cell-based, CHO-K1, luminescence, beta-arrestin, uHTS; C-C chemokine receptor type 6 (Homo sapiens), P51684; CHO-K1 CCR6 PathHunter beta-arrestin, CCL20-stimulated; inhibition, % at 20 µM; hit rate 0.49% among 340,000; AID 493098, 2011;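 active means compounds whose inhibition of the agonist-driven luminescence signal at 20 µM reaches about 50%, limit read from the data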;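 further: cells stimulated with CCL20 at 14 nM final; plate controls were DMSO with CCL20 for no effect and DMSO without agonist for full effect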
Target sequence (P51684 whole entry, looked up): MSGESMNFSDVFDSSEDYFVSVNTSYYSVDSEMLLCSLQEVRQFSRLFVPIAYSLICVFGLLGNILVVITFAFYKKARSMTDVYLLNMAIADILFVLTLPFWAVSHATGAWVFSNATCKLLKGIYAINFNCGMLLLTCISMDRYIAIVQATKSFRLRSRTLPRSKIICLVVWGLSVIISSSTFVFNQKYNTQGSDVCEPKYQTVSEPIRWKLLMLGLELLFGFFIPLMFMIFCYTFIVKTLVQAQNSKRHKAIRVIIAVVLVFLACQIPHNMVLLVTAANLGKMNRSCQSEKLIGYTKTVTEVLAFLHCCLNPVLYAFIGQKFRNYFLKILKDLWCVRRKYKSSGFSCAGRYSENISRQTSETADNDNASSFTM
Gli-Sufu antag – Gli-Sufu pathway antagonists, primary screen, luciferase luminescence, Sufu-KO-LIGHT cells, uHTS; Sufu-KO-LIGHT fibroblasts, Gli luciferase reporter luminescence; inhibition, % at 5 µM; hit rate 0.74% among 340,000;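 active means inhibition above about 55%, limit read from the data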;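 further: 0% = DMSO-treated cells and 100% = wells with medium but no cells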
* marks the source's active call; other numbers are inactive results; x = not tested or not shown.

SMILES	NR3A LBD binder	MPTP inh	A3G deaminase	A3A deaminase	EBI2 antag	CXCR6 inh	CCR6 antagonist	Gli-Sufu antag
Cc1ccccc1C(=O)Nc1ccccc1C(=O)NC1CC1	-1	-0.9	-14	-4	-2	3	12	-5
O=Cc1cccc(OC(=O)Nc2ccccc2)c1	1	1.9	6	1	4	4	-7	6
CN(C)/C=N/c1cc(=O)[nH]c(=O)n1CC1CC1	-2	0.7	-2	-1	-1	-1	1	4
O=C(Nc1ccc2oc(-c3ccncc3)nc2c1)c1ccc([N+](=O)[O-])o1	-7	1.7	0	5	-12	-5	-20	3
Cc1ccc2nc(COC(=O)CNC(=O)c3ccccc3)cn2c1	-1	0.2	-5	-1	5	-5	0	-4
N#Cc1ccccc1S(=O)(=O)N1CCN(C(=O)[C@H](Cc2ccccc2)NC(=O)c2ccco2)CC1	-1	0.8	-7	-1	-6	7	2	7
N#Cc1cn(CC(=O)NCc2cccnc2)c2ccccc12	5	0.1	1	0	1	0	12	5
COC(=O)c1sccc1NC(=O)Nc1cc(OC)ccc1OC	2	-1.0	-4	0	19	8	14	4
C=CC(C)(C)c1[nH]cnc1/C=C1\NC(=O)C(C(C)C)NC1=O (centres undefined)	-2	-0.6	-4	0	1	-1	12	4
Cc1cc(Cn2nnc3ccccc32)c(O)c(C(C)(C)C)c1	-24	53*	-4	-1	4	0	-2	13
N#Cc1c(N2C(=O)C3C4C=CC(C4)C3C2=O)sc2c1CCC2 (centres undefined)	3	0.5	-1	-1	1	-10	1	0
O=C(Nc1ccccc1)NC1(C(=O)NCc2ccc3c(c2)OCO3)CCCCC1	-3	3.9	-3	1	9	-4	1	6
CCOC(=O)c1[nH]c(=S)n(Cc2ccccc2)c1C(=O)OCC	-1	-2.0	x	x	4	0	10	9
O=C(CNC(=S)NC(=O)c1ccco1)c1ccccc1	-3	0.2	1	-3	0	5	11	-28
CC1(C)NC(=O)N(CC(O)CN(Cc2ccccc2)Cc2ccccc2)C1=O (centres undefined)	-1	0.7	-2	-3	7	11	-1	0
O=C(Nc1ccc(/C=C/c2nc3ccccc3o2)cc1)c1c(F)cccc1F	20*	2.2	-2	1	5	5	22	-87
COc1ccc(OC)c(N/C(C)=C/C(=O)c2ccc(Br)cc2)c1	2	1.5	-11	-1	16	8	34	-16
COc1ccc(C(c2c(C)n(C)n(-c3ccccc3)c2=O)c2c(C)n(C)n(-c3ccccc3)c2=O)cc1OC	-1	0.0	-4	-1	-1	7	-4	5
N#Cc1ccc(C(=O)NC(=S)N2CCN(C=O)CC2)cc1	1	1.4	-8	-6	6	-2	2	-1
O=C(Nc1ccccc1C(=O)NCc1ccc(Cl)cc1)c1ccco1	1	2.6	4	-4	6	5	8	24
COc1ccc(-c2nc3ncccc3o2)cc1NC(=O)c1ccco1	1	0.4	-11	-3	0	3	10	7
CC1Cc2ccccc2N1C(=O)COC(=O)c1cccc(Br)c1 (centres undefined)	0	-0.7	-7	-1	-4	-4	12	4
COc1ccc(C(=O)NNC(=O)c2cccs2)cc1S(=O)(=O)N1CCOCC1	0	-0.3	-3	1	2	8	5	-1
CCN(CCn1cccn1)Cc1c(C(=O)N2CCCCCCC2)nc2ccc(Cl)cn12	-1	3.1	-7	-5	-4	6	14	33
CCOC(=O)Cn1nc(CC)c2ccccc2c1=O	-4	0.4	14	9	9	4	2	2

Records listed so far that bear a hit mark in NR3A LBD binder:
| molecule | NR3A LBD binder | MPTP inh | A3G deaminase | A3A deaminase | EBI2 antag | CXCR6 inh | CCR6 antagonist |
| --- | --- | --- | --- | --- | --- | --- | --- |
| O=C(Nc1ccc(/C=C/c2nc3ccccc3o2)cc1)c1c(F)cccc1F | 20* | 2.2 | -2 | 1 | 5 | 5 | 22 |

Some values from the list:
For CXCR6 inh, `COC(=O)c1sccc1NC(=O)Nc1cc(OC)ccc1OC` reads 8
For A3A deaminase, `Cc1ccc2nc(COC(=O)CNC(=O)c3ccccc3)cn2c1` reads -1

The main list resumes; the two compounds before the break are reprinted first.
SMILES	NR3A LBD binder	MPTP inh	A3G deaminase	A3A deaminase	EBI2 antag	CXCR6 inh	CCR6 antagonist	Gli-Sufu antag
CCN(CCn1cccn1)Cc1c(C(=O)N2CCCCCCC2)nc2ccc(Cl)cn12	-1	3.1	-7	-5	-4	6	14	33
CCOC(=O)Cn1nc(CC)c2ccccc2c1=O	-4	0.4	14	9	9	4	2	2
CC(C)NC(=O)CN1C(=O)c2cccc3cccc1c23	2	0.6	-4	-7	-10	0	-3	-3
CCC(NC(=O)NCc1ccc2c(c1)OCO2)(C(F)(F)F)C(F)(F)F	-5	9.0	-2	2	7	-1	-9	-8
CNCCC(Oc1ccccc1OC)c1ccccc1 (centres undefined)	-3	2.2	-6	0	1	4	24	1
COc1ccc(OCC(=O)NCC(c2cccs2)N2CCOCC2)cc1 (centres undefined)	-2	-1.3	-12	-4	0	-20	0	-4
CC(C)Nc1nc(NC(C)C)nc(SCC(N)=O)n1	-3	0.0	-4	1	0	-3	-11	-2
COc1ccc(/C=C2\CCOC2=O)cc1	-4	-0.8	-3	1	-3	-6	1	4
O=C(CN1CCCC1)OCCCc1ccccc1	-3	1.9	-6	-4	-16	3	1	-5
CCOc1ccc(N(CC(=O)NCc2ccccc2Cl)S(=O)(=O)c2c(C)noc2C)cc1	-3	1.7	3	2	12	2	20	-11
Cc1sc2nc3ccc(NCc4ccco4)nn3c(=O)c2c1C	0	-0.5	-1	7	4	5	-4	2
CCc1c(C)nc2c(-c3ccccc3)c(C)nn2c1Nc1ccc(NC(C)=O)cc1	-1	5.9	2	1	23	0	4	-3
CC1=CC(=O)C(C(C)C)=C/C1=C(\c1cc(C(C)C)c(OP(=O)(O)O)cc1C)c1ccccc1C(=O)O	-5	-0.4	-8	0	-2	1	-1	-11
CCOC(=O)CSc1nc2cc(C)cc(C)c2cc1C#N	2	-0.4	-1	0	9	3	24	-10
O=C(CCC(=O)NC1CC1)Nc1nnc(C2CCCCC2)s1	0	-0.9	-4	-2	-10	2	-10	-3
O=C(Nc1cccnc1)c1cc(S(=O)(=O)N2CCOCC2)ccc1Br	-1	-1.7	0	1	-6	-5	1	0
O=C(NC1CC1)c1ccc(S(=O)(=O)NCC2CCCCC2)cc1	-1	2.6	-6	-1	-14	-10	5	7
S=C(NCc1ccco1)N1CCC(c2nc3ccccc3o2)CC1	1	0.4	-3	-1	3	-4	10	-3
C=CCn1c(Sc2ccccc2)nc2c1c(=O)[nH]c(=O)n2C	-2	-6.1	0	2	4	5	2	-6
O=c1c2c3c(sc2ncn1/N=C/c1ccc([N+](=O)[O-])o1)CCCC3	0	-0.3	-4	4	-13	-3	-1	10
COC(=O)c1ccccc1NC(=O)CSc1nc2ncccc2[nH]1	-3	-0.8	-7	3	0	5	5	0
COc1cc(OC)cc(-c2nc(SCC(=O)Nc3ccccc3F)n[nH]2)c1	-8	-0.8	0	-2	-7	7	-11	-4
Cc1nc2nc(-c3cccnc3)[nH]n2c(=O)c1C	2	0.6	-7	-19	-12	1	-10	3
COCCN(C(=O)COC(=O)c1ccc(Cl)s1)c1c(N)n(Cc2ccccc2)c(=O)[nH]c1=O	0	-1.1	-3	5	8	2	8	-9
CC12CCC(C1)C(C)(C)C2NS(=O)(=O)c1ccc(F)cc1 (centres undefined)	-3	-0.5	-8	-4	13	-2	8	5
COCCCn1c(=O)/c(=C/c2ccccc2OC(F)F)s/c1=C(\C#N)C(=O)NCCOC	1	0.2	x	x	18	0	13	7
CC(=O)N(Cc1ccc(Br)cc1)c1ccccc1C(=O)O	2	0.6	-1	0	-3	4	3	6
SMILES	NR3A LBD binder	MPTP inh	A3G deaminase	A3A deaminase	EBI2 antag	CXCR6 inh	CCR6 antagonist	Gli-Sufu antag
CC1CC(C)(C)NC(=S)N1CC(=O)NCc1ccc(Cl)cc1 (centres undefined)	-5	0.1	-7	-3	-2	-10	3	-3
CC(CN1C(C)CCCC1C)OC(=O)c1ccc(Cl)cc1Cl (centres undefined)	0	1.3	-1	2	2	2	6	4
O=C(c1c[nH]c2ccccc12)C(Cl)c1ccccc1 (centres undefined)	-17	1.7	1	4	-38	10	5	10
Cn1nc(C(F)(F)F)c(-c2ccc(Br)cc2)c1NC(=O)C1CCC1C(=O)O (centres undefined)	-1	2.4	-4	-2	-5	0	9	4
CN(C)/C=C1\N=C(c2cccs2)OC1=O	-2	0.2	-1	-2	-1	13	9	27
O=S(Cc1ccc(Cl)cc1)c1ncc(CO)n1Cc1ccccc1 (centres undefined)	-2	-1.9	-1	2	0	-9	10	13
O=C(NCc1csc(-c2cccs2)n1)c1ccsc1	-1	2.1	-6	-2	3	0	-2	-2
COc1cccc(C(=O)NCc2nnc(SCC(=O)Nc3nccs3)n2-c2ccccc2)c1	8	-0.7	-6	-1	1	-4	6	-2
O=C(Nc1ccccc1F)Nc1ccc([N+](=O)[O-])cc1Cl	-8	90*	-3	2	-9	-10	3	-3
CCOC(=O)c1sc(NC(=O)C(CC)Sc2nnc3c4ccccc4n(CC)c3n2)nc1C (centres undefined)	-1	8.1	-1	4	-18	8	23	-4
COc1ccc(-c2cc(C(=O)N3CCN(S(=O)(=O)c4ccc(C)cc4)CC3)[nH]n2)cc1	1	0.5	-8	-3	53*	0	3	27
CCCCN(CC)CCNC(=O)CNC(=O)Cn1ccc2ccccc2c1=O	0	-1.0	-3	5	-13	0	-4	-1
NC(=O)C1CCN(CC(=O)Nc2cccnc2Cl)CC1	2	2.6	-15	-3	2	4	2	1
COc1ccc(CN(C)C(=O)C2CCN(C(=O)Nc3ccccc3)CC2)cc1OC	0	-1.9	-4	-2	-5	6	-7	-4
O=C(O)c1cccc(NC(=S)N/N=C/c2ccccc2OCc2cccc(Br)c2)c1	-12	19	x	x	-3	-4	23	0
CSc1ccc(Cl)c(C(=O)N2CCOc3ccccc32)c1	-1	0.4	0	1	13	5	12	-3
CCc1ccc(OCC(=O)NNCC(=O)Nc2ccc(OC)cc2)cc1	1	1.9	-8	-1	-8	-6	12	-3
CCOc1ccc(N2C(=O)CC(N3CCN(c4ccc([N+](=O)[O-])cc4)CC3)C2=O)cc1 (centres undefined)	4	-1.1	-5	0	-7	6	11	3
CSc1sc(C(=O)NCC2CC2)c2c1S(=O)(=O)N(C)c1ccccc1-2	-1	2.3	-4	2	-16	2	12	-15
CCOc1cccc(-c2nnc(SCC(=O)Nc3ccc(OC)c(OC)c3)n2N)c1	-1	-1.0	-2	-1	0	-5	0	0
COc1cc2c(C(=O)N3CCN(c4cccc(Cl)c4)CC3)cn(C)c(=O)c2cc1OC	-2	-0.3	-4	-4	4	-2	-2	-28
CC(C)N(C(=O)c1sc2cc([N+](=O)[O-])ccc2c1Cl)C(C)C	5	4.1	-6	-4	-4	4	-12	3
CC(C)Cc1nc2n[nH]c(N)c2c2c1COC(C)(C)C2	0	-0.3	-5	-5	-4	-4	5	13
Cc1csc(NC(=O)CCCNC(=O)c2ccc(Cl)cc2)n1	1	0.2	-3	1	-10	6	2	8
CC1CC(C)CN(C(=O)CSc2nnc(-c3ccc(F)cc3)o2)C1 (centres undefined)	-1	1.1	-5	-1	4	-4	11	26
CC(NC(=O)c1ccc(Br)o1)C1CCCO1 (centres undefined)	1	-0.9	-5	-1	4	4	-2	-4
CCOc1ccc(CCN2C(=S)N([C@@H](CC(C)C)CN3CCCC3CN3C(=S)NC[C@@H]3Cc3ccc(O)cc3)C[C@@H]2Cc2ccc(O)cc2)cc1 (some centres undefined)	34*	1.0	x	x	23	10	-11	9
